PGC1a acetyl inh = inhibitors of PGC1a acetylation signal, primary screen, cell-based, U2OS, AlphaScreen, inhibitor mode. AlphaScreen anti-acetyl-lysine; with virally co-expressed GCN5 acetyltransferase. inhibition, % at 15.6 µM. hit rate 0.17% among 350,000. AID 651687, 2012;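 active = every replicate shows inhibition of at least 40%; inconclusive = mean inhibition at least 40% but some replicate below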;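 also: 0% = neutral control wells and 100% = positive control wells; some results beyond the cut were filed as inactive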
Cneo AK release = Cryptococcus neoformans cell lysis inducers, primary screen, AK release luminescence, single concentration; C. neoformans lysis, adenylate kinase release luminescence, 4 h; normalised: neutral wells 0, clomiphene wells 100; lysis activity, % at 15 µM; hit rate 0.2% among 360,000; AID 651654, 2012;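 active = mean lysis activity across replicates of at least 80%, whatever share of replicates individually reach that level; inactive = mean lysis activity below 80%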
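Assay system: Cryptococcus neoformans yeast cells / Dosing: single-point compound dose / Timing: 4 h at 37 °C static, read 1 h later / Measured by: luminescence of released adenylate kinase using an AK detection reagent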
Casp6 inh = human caspase-6 inhibitors, primary screen, biochemical, VEID-R110 fluorescence, single point, set 2; P55212; purified caspase-6, Z-VEID-R110 cleavage fluorescence; inhibition, % at 12.5 µM; hit rate 0.53% among 350,000; AID 686996, 2013;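 active = mean inhibition across replicates at least about 35%, with every replicate also reaching that limit, limit read from the data; inconclusive = only one of the two criteria met; inactive = neither criterion met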;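 also: 0% = median of neutral control wells and 100% = no fluorescence left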
Target sequence (P55212 24-179 limits assumed): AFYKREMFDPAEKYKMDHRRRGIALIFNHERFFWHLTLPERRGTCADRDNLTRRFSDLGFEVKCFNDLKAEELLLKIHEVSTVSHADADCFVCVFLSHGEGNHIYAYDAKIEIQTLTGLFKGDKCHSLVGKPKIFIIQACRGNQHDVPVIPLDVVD
Target sequence (P55212 194-293 limits assumed): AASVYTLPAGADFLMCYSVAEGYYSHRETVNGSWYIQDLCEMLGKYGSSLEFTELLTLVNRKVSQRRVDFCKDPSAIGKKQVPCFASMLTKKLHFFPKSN
LGR2 inh = inhibitors of bursicon-induced LGR2 CRE-luciferase signal, primary screen, cell-based, HEK293, CRE-luciferase reporter, bursicon stimulation | Drosophila bursicon receptor LGR2 (rickets) | bursicon-stimulated, 4 h | inhibition, % at 9.99 µM | hit rate 0.35% among 380,000 | AID 720647, 2013;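 active = drop in luminescence signal, shown as inhibition above about 50% in the replicate tests, limit read from the data, passing the limit was not always enough; inconclusive = probably only some replicates passing the limit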;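 also: agonist challenge used bursicon conditioned medium at about half maximal strength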
FN deposit inh = inhibitors of fibronectin matrix deposition, primary screen, AH1F cells, Alexa488-fibronectin fluorescence, plate reader. AH1F fibroblasts, overnight. inhibition, % at 12.6 µM. hit rate 0.086% among 350,000. AID 743247, 2014;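 active = mean inhibition across replicates of 30% or more, regardless of how many single replicates reach that level; inconclusive = mean under 30% yet at least half of replicates reach 30%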;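 also: positive control wells lacked labelled fibronectin entirely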
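Material: AH1F fibroblasts assembling fluorescent fibronectin matrix; amount: 10000 AH1F cells/well; medium: DMEM, 2% serum; reagent: Alexa488-fibronectin, 24 nM final in well; dosing: single compound dose, delivered by pin transfer; incubation: 1 h adhesion, overnight exposure; detection: fluorescence after three HBSS washes, excitation 485 nm, emission 525 nm; measure: fibronectin deposition inhibition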
PAX8 reporter = inhibitors of PAX8-driven TPO luciferase reporter, primary screen, RMG-I cells, single concentration; inhibition, % at 12.6 µM; hit rate 1.2% among 360,000; SteadyGlo, 24 h; AID 652154, 2013;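 active = mean replicate inhibition at least 60% with every replicate also reaching 60%; inconclusive = only one of the two criteria is met; inactive = mean below 60% and not all replicates reaching 60%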;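 also: luciferase light reporting Pax8 driven TPO promoter activity; plate controls were median of neutral control wells for no effect and mitoxantrone controls for full effect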
EWS-Fli block = EWS/Fli-driven NR0B1 reporter inhibitors, primary screen, A673 cells, NR0B1 luciferase, luminescence, MLPCN library; AID 651661, 2012; inhibition, % at 12.6 µM; hit rate 0.67% among 350,000; viability-normalised;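 active = mean inhibition of at least 50% after viability correction, with every replicate also passing that limit; inconclusive = mean reaches 50% but only one of two replicates passes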;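 also: firefly luciferase signal divided by Alamar Blue viability fluorescence both relative to DMSO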
miR-122 sensor = miR-122 Renilla sensor signal increase in Huh7, primary screen, miR-122 inhibitor project, cell-based, single point, plate reader. Huh7 miR-122 Renilla luciferase sensor, 48 h; neutral wells = 0, positive control = 100. activation (reporter increase), % at 12.5 µM. hit rate 0.3% among 340,000. AID 602342, 2012;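 active = mean replicate activation score at least 90 and every replicate individually at or above 90; inconclusive = only one of the two criteria met; inactive = neither criterion met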;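 also: higher luciferase means less miR-122 activity so hits act as miR-122 inhibitors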
* = called active by the depositor; ? = inconclusive; . = no result given; & = joins results of further samples; [ ] = remark or other dose.

Molecule	PGC1a acetyl inh	Cneo AK release	Casp6 inh	LGR2 inh	FN deposit inh	PAX8 reporter	EWS-Fli block	miR-122 sensor
O=C(COc1cccc2ccccc12)Nc1ccc(Cl)cc1C(=O)O	-7	10	22	-3	1	5	.	-3
Cc1ccc(-n2c(C3CC3c3ccc(Cl)cc3)n[nH]c2=S)cc1 (configuration not stated)	2	5	7	-5	.	.	5	0
C[C@@H](NC(=O)[C@@H]1[C@@H](CO)[C@@H]2Cn3c(ccc(-c4ccncc4)c3=O)[C@@H]2N1C)c1ccccc1	.	-3	0	8	.	3	1	.
CCOc1ccc(NS(=O)(=O)c2ccc(C(=O)NCC3(N4CCCCC4)CCCCC3)cc2)cc1	-3	-2	-4	-1	-1	5	-1	0
CCCC(=O)Nc1ccc(N2CCN(C(=O)c3cccs3)CC2)cc1	5	.	.	.	-16	-5	.	-4
C[C@@H]1CN([C@H](C)CO)C(=O)c2cc(C#Cc3cccnc3)cnc2O[C@@H]1CN(C)S(C)(=O)=O	-3	-3	3	9	.	.	-3	1[16.7 µM]
COC(=O)C1C/C(=N\NS(=O)(=O)c2ccc(C)cc2)c2ccccc2C1 (configuration not stated)	.	0	-4	7	5	2	6	10
CCc1nc2c(C#N)c(-c3ccc(Cl)cc3)ccn2n1	-11	0	.	.	3	-18	.	-4
CCOC(=O)Nc1ccc2c(C)cc(=O)oc2c1	.	-1	.	-50	-4	.	.	-4
CN(C)CCCn1c(=O)n(C2CCCCC2)c(=O)c2c3c(sc21)CCCCC3	3	88*	2	-5	-7	17	2	0
Clc1ccc(-c2nnc(SCc3nc4ccccc4s3)o2)cc1	.	.	-1	-51	-4	-116	-50	.
CC(=O)Nc1nnc(S(N)(=O)=O)s1	-10	0	2	9	-9&1	1	-3	35
O=C(Cc1ccccc1)N[C@H]1C=C[C@@H](CC(=O)N2CCCCC2)O[C@H]1CO	-6	1	1	3	-2	1	2	.
O=C(NN1CCOCC1)c1ccco1	7	0	-1	4	1	-11	-12	-4
C[C@@H]1CN([C@@H](C)CO)C(=O)c2cc(NS(C)(=O)=O)ccc2O[C@@H]1CN(C)Cc1ccncc1	-24	9	-1	22	.	-11	-9	2[16.7 µM]
OCCSc1nc(N2CCOCC2)nc(N2CCOCC2)n1	2	.	-2	-3	-3	1	13	.
Cn1ncc(Br)c1C(=O)N1CCCC1	.	-3	1	-4	.	7	-2	1
COC(=O)c1c2c(nc3ccccc13)CCC2	-6	0	.	.	-1	1	.	0
O=C(NCC1CCCO1)c1cc(NS(=O)(=O)c2cccs2)cc(NS(=O)(=O)c2cccs2)c1 (configuration not stated)	16	-3	3	19	6	10	6	0
COc1ccc(S(=O)(=O)N(C)C[C@H]2Oc3ccc(NC(=O)Nc4ccc(C(F)(F)F)cc4)cc3C(=O)N([C@@H](C)CO)C[C@H]2C)cc1	3	-1	0	-16	-13	.	10	111*[16.7 µM]
Cc1nnc(N/N=C/c2ccc(-c3ccc(Br)cc3)o2)n1N	18	.	0	11	0	6	-9	.
CCCCOC(=O)C1=C(C)NC(=O)NC1c1ccc(OC)cc1 (configuration not stated)	-24	-2	0	19	-10	22	11	-2
COc1cc(C(=O)NCCNC(=O)c2ccc(C)nc2)cc(OC)c1OC	-9	0	-1	3	-7	6	3	-6
O=C(NCc1ccco1)/C(=C/c1cccc([N+](=O)[O-])c1)NC(=O)c1ccco1	.	3	5	-7	-4	-9	2	2
O=[N+]([O-])c1ccc(-c2cn(-c3ccc(Cl)cc3)cn2)cc1	.	.	1	-90	-10	-244	-111	.
CO[C@H]1CN(C)C(=O)c2ccc(NS(=O)(=O)c3cn(C)cn3)cc2OC[C@H](C)N(Cc2cccc(F)c2)C[C@H]1C	-1	-8	-2	-6	2	.	-3	11[16.7 µM]
C[C@H](CO)N1C[C@H](C)[C@@H](CN(C)Cc2ccc(Oc3ccccc3)cc2)Oc2ccc(NS(=O)(=O)c3cn(C)cn3)cc2CC1=O	12	110*	2	0	3	.	4	37[16.7 µM]
NCC[C@@H]1CC[C@@H](NC(=O)Cc2ccncc2)[C@H](CO)O1	0	-5	1	-14	-4	4	-10	.
Cc1noc(C)c1S(=O)(=O)N(C)C[C@@H]1Oc2ccc(NC(=O)NC3CCCCC3)cc2CC(=O)N([C@H](C)CO)C[C@H]1C	5	13	-1	-2	-10	-17	-2	1[16.7 µM]
Cc1[nH]c2ccccc2c1C(=O)C(=O)NCCc1ccc(S(N)(=O)=O)cc1	.	0	.	-13	21	10	.	-8
CCOC(=O)CNC(=O)C(=O)c1c(O)[nH]c2ccccc12	1	2	.	.	-8	14	.	10
CCOC(=O)N1CCN(C(=O)C[C@H]2C[C@@]3(C(=O)OC)C(=C[C@H](COCc4ccccc4)O[C@@H]3C)N(Cc3ccc4c(c3)OCO4)C2=O)CC1	.	.	1	-5	2	-7	3	.
Fc1ccc(OCc2nn[nH]n2)c(F)c1	-7	1	-2	12	-3	2	11	3
CC(=O)N(C)C[C@H]1[C@@H](c2ccc(-c3cccnc3)cc2)[C@@H](CO)N1C(=O)C1CC1	.	.	-3	-2	-13	.	14	.
COCC(=O)Nc1ccc2c(c1)OC[C@H](C)N(CCC(F)(F)F)C[C@@H](C)[C@@H](OC)CN(C)C2=O	4	-56	-1	1	.	6	1	.
COc1ccc2nc(NC(=O)c3cc(C)oc3C)sc2c1	-12	-5	.	.	-21	.	.	-10
Cc1csc(CN(C)C(=O)CC2C(=O)NCCN2Cc2ccccc2C)n1 (configuration not stated)	.	.	-1	9	.	4	5	.
C[C@@H]1CN([C@@H](C)CO)C(=O)Cc2cc(NS(=O)(=O)c3ccc(F)cc3)ccc2O[C@@H]1CN(C)S(=O)(=O)c1cn(C)cn1	-4	-2	.	17	.	-9	1	-11[16.7 µM]
C=CCn1c(O)c(C2=c3ccccc3=NC2=O)c2ccccc21	.	0	-1	12	-6	-18	47	.
Cc1ccc(C(=O)NCCCNC(=O)c2cccnc2)cc1	-25	4	-5	-1	0	-5	-2	-1
CC1(C)C(=O)Nc2ccccc2N1C(=O)COC(=O)CCSc1ccccc1	12	0	.	.	-10	3	.	-4
Cc1ccc(S(=O)(=O)CCC(=O)O)cc1C	2	4	.	8	0	.	.	4
COc1ccc(-c2noc(CCCC(=O)NC3CCCC3)n2)cc1OC	-4	1	1	-18	13	22	.	-1
COc1cc(-c2cccs2)cc(=O)c2c(C)oc(C)c12	-1	-5	27	10	-3	.	8	-4
COCC#Cc1ccc2c(c1)O[C@H](CN(C)CC1CC1)[C@H](C)CN([C@@H](C)CO)S2(=O)=O	8	-12	-4	-12	-3	.	-2	.
CC1(C(=O)NS(=O)(=O)c2ccccc2Cl)CCN1C(=O)C1(c2ccc(Cl)cc2)CC1 (configuration not stated)	1	-1	3	-1	-1	8	-2	15
Cc1ccc(S(=O)(=O)/N=C(/c2ccccc2)N2CCOCC2)cc1	.	.	0	1	12	-1	-1	.
CC(=O)c1cccc(N(CC(=O)Nc2ccccc2C(=O)N2CCCC2)S(C)(=O)=O)c1	.	-11	0	2	.	16	.	.
CCCCCC(=O)Nc1cccc(C2=NOC3(C2)C[C@@H](C(N)=O)N(C(=O)Cc2ccc([N+](=O)[O-])cc2)C3)c1 (some centres not stated)	2	0	3	-13	4	17	4	-1
Cc1cc(NS(=O)(=O)c2ccc(NC(=O)N[C@H](C(=O)O)C(C)C)cc2)no1	.	.	1	-2	9	-6	.	.
C[C@@H]1CN([C@H](C)CO)C(=O)c2cccc(NC(=O)Nc3ccc(C(F)(F)F)cc3)c2O[C@H]1CN(C)Cc1ccc(-c2ccccc2)cc1	7	-7	-2	7	.	.	21	-1[16.7 µM]
CNc1nc(Cl)c(SC)c(NCc2ccc(F)cc2)n1	-3	0	-4	-8	2	7	6	-9
CCOc1ccc(NC(=O)CCC(=O)c2ccc(Br)cc2)cc1	-1	-5	0	5	2	3	-2	-3
COc1cc(OC)c(OC)cc1/C=C1/Cc2ccccc2C1=O	9	2	1	4	-2	-7	3	-11
C[C@@H]1CN([C@H](C)CO)C(=O)c2cc(C3=CCCCC3)cnc2O[C@H]1CN(C)Cc1ccccc1	-24	0	4	-11	.	.	2	-6[16.7 µM]
O=C(C1=C(O)C(=O)N(CCN2CCOCC2)C1c1ccccn1)c1cccs1 (configuration not stated)	-3	0	.	.	-8	-28	.	-7
O=C(c1ccncc1)N1C[C@@H]2[C@H](c3ccccc31)[C@H](CO)N2Cc1ccccc1F	-11	-5	0	8	-6	14	2	14[16.7 µM]
c1ccc(COc2ccc(OCCCN3CCCC3)cc2)cc1	.	-8	-32	?	-5	67*	-11	2
Cc1ccsc1C(=O)N1CCN(c2ncc(C(F)(F)F)cc2Cl)CC1	.	-8	-70	19	0	7	20	-1
CCCn1c(SC(C)C(=O)NC2CCCC2)n[nH]c1=O (configuration not stated)	.	1	1	8	-1	-5	0	-7
O=C(Nc1nnc(Cc2ccccc2F)s1)c1ccccc1Cl	-7	-2	-1	0	2	-34	-8	17
C[C@@H]1CCCCO[C@@H](CN(C)S(=O)(=O)c2ccc(Cl)cc2)[C@H](C)CN([C@@H](C)CO)C(=O)c2cc(NC(=O)Nc3ccc(F)cc3)ccc2O1	-5	56	0	-12	12	22	8	-7[16.7 µM]
